GSTO1 counter: blocks human GSTO1 in RBBP9 counter-screen; P78417; recombinant GSTO1, activity-based probe fluorescence polarization; inhibition, % at 5.96 µM; 300,000 compounds, 1.1% hits; AID 1974;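 active = inhibition above the campaign mean inhibition plus 3 SD, cut at about 35% in these data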;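 also: 0% = GSTO1-1 with DMSO and 100% = wells lacking GSTO1-1 enzyme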
Target sequence (P78417 whole entry, looked up): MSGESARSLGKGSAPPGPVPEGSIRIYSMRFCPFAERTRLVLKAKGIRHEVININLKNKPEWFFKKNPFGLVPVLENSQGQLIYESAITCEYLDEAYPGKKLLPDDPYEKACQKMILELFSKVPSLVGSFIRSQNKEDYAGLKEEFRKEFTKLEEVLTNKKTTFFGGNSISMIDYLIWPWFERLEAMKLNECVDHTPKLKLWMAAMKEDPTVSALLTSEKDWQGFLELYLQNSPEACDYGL
PREPL inh: inhibitors of human prolyl oligopeptidase-like enzyme PREPL; 320,000 compounds, 0.68% hits; Q4J6C6; AID 2751; recombinant PREPL, fluorescence polarization activity-based probe; inhibition, % at 5.96 µM; in the data active = inhibition above about 43%;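 also: 0% = enzyme with DMSO and 100% = wells lacking enzyme; many of its hits are not listed in these tables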
PAFAH1B3 inh: PAFAH1B3 (human) inhibition; 340,000 compounds, 0.28% hits; recombinant PAFAH1B3, FP-rhodamine probe, fluorescence polarization; Q15102; inhibition, % at 3.39 µM;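 active = inhibition above the screen-wide average of all tested compounds plus 3 SD, cut at about 25% in these data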;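 also: 0% = enzyme with DMSO only and 100% = wells lacking PAFAH1B3 protein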
LYPLA1 inh: counter-screen for PME1 inhibitors: inhibitors of human LYPLA1; 320,000 compounds, 0.16% hits; AID 2174; recombinant LYPLA1, FP-Rh probe fluorescence polarization; inhibition, % at 5.9 µM; O75608;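 active = inhibition above the mean of all tested compounds plus 3 SD, set per campaign, cut at about 14% in these data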;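 also: inhibitors block serine hydrolase probe labeling of LYPLA1 so polarization falls; 0% = enzyme with DMSO and 100% = wells lacking LYPLA1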
PME-1 primary: blocks human protein phosphatase methylesterase 1; inhibition, % at 5.9 µM; Q9Y570; 320,000 compounds, 0.53% hits; recombinant PME-1, FP-Rh probe fluorescence polarization;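 active = inhibition above the campaign mean of all compounds plus 3 SD, cut at about 26% in these data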;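 also: competitive labeling of PME-1 active site by serine hydrolase directed probe; 0% = PME-1 with DMSO and 100% = wells lacking PME-1 enzyme; inhibitors block probe labeling so polarization falls and inhibition rises; many of its hits are not listed in these tables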
pPAFAH inh: inhibitors of human plasma PAF acetylhydrolase (pPAFAH); Q13093; recombinant pPAFAH, FP-rhodamine probe fluorescence polarization; inhibition, % at 3.39 µM; 330,000 compounds, 1.5% hits; AID 463082;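 active = inhibition above the mean inhibition across the screen plus 3 SD, cut at about 25% in these data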;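 also: inhibitors block binding of the rhodamine activity-based probe so polarization drops; 0% = enzyme with DMSO and 100% = wells lacking pPAFAH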
Target sequence (Q13093 whole entry, looked up): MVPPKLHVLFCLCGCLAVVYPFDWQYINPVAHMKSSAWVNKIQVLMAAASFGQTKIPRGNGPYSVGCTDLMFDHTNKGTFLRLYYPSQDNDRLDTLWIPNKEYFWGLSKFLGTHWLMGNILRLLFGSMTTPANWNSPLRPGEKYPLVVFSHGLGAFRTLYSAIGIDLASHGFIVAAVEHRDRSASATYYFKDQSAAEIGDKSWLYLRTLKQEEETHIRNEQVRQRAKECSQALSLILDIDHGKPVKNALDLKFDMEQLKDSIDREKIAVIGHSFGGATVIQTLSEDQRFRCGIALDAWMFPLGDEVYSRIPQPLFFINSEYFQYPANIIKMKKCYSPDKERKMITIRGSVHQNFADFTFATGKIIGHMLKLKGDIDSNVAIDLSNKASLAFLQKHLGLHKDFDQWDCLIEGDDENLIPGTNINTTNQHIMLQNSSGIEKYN
PAFAH1B2 inh: inhibitors of human PAFAH1B2; P68402; recombinant PAFAH1B2, FP-rhodamine activity probe, fluorescence polarization; inhibition, % at 3.39 µM; 340,000 compounds, 1.2% hits; AID 492953;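 active = inhibition above the mean of all tested compounds plus 3 SD, cut at about 24% in these data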;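 also: 0% = enzyme with DMSO and 100% = wells lacking PAFAH1B2; many of its hits are not listed in these tables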
Target sequence (P68402 whole entry, looked up): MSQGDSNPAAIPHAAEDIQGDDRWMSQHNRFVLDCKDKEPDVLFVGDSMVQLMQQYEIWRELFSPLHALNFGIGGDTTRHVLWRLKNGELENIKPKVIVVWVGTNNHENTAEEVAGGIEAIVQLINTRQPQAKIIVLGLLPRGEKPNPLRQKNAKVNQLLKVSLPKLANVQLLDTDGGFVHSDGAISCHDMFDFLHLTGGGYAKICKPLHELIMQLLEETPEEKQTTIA
PAD4 inh: PAD4 (human) enzyme inhibition. AID 485272. recombinant PAD4, RCA probe fluorescence polarization. 330,000 compounds, 0.41% hits. inhibition, % at 6.36 µM. Q9UM07;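 active = percent inhibition above a cutoff equal to the mean of all tested compounds plus 3 SD, cut at about 15% in these data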;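 also: 0% = PAD4 with RCA probe and DMSO and 100% = probe without PAD4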
LYPLA2 counter: counter-screen for PME1 inhibitors: inhibitors of human LYPLA2; recombinant LYPLA2, FP-Rh probe fluorescence polarization; 320,000 compounds, 0.38% hits; O95372; inhibition, % at 5.9 µM;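 active = inhibition above the screen-wide mean plus 3 SD, limit set per campaign, cut at about 26% in these data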;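 also: 0% = LYPLA2 with DMSO and 100% = wells lacking LYPLA2 enzyme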
Numbers without * were called inactive; . = no result given; & = joins results of further samples. Some of the compounds tested; the hit share may differ from the screen's.

nr | SMILES | LYPLA1 inh | PAD4 inh | PAFAH1B2 inh | pPAFAH inh | PAFAH1B3 inh | PREPL inh | LYPLA2 counter | GSTO1 counter | PME-1 primary
1 | O=C(NCc1ccco1)c1ccc(CS(=O)Cc2cccc(Cl)c2)o1 (centres undefined) | -1 | -1 | -3 | 5 | 5 | 5 | -2 | 3 | -3
2 | Cc1ccc(S(=O)(=O)NCCN2CCOCC2)cc1 | 3 | 0 | 0 | -1 | -3 | 13 | 8 | -4 | -6
3 | Cc1ccc(NCCC(=O)c2cccs2)cc1C | -5 | 2 | 2 | 3 | 10 | 6 | 1 | -3 | 2
4 | O=C(CC(C(=O)O)c1cccc(Cl)c1)c1ccccc1 (centres undefined) | -2 | 1 | -2 | 3 | 11 | 2 | -2 | 4 | -5
5 | Cc1ccc(SCC(=O)N2c3ccccc3Sc3ccccc32)cc1 | -1 | -1 | 14 | 6 | 4 | -7 | 6 | 26 | 4
6 | CCCC1CC(C)(C(=O)Cn2[nH]c(=O)ccc2=O)OC1=O (centres undefined) | -4 | -3 | -6 | 2 | 5 | 0 | -3 | -1 | -8
7 | CCCn1c(CCl)nc2cc(S(=O)(=O)N3CCOCC3)ccc21 | . | -2 | 5 | -8 | 8 | 18 | . | . | .
8 | Cc1ccc2occ(/C=C/C(=O)O)c(=O)c2c1 | 2 | -3 | 4 | 5 | 4 | -2 | 6 | -8 | 4
9 | O=C(CCc1ccccc1)NCCC1=CCCCC1 | -4 | 2 | 7 | -3 | 11 | 2 | -3 | 1 | 0
10 | COc1ccc(C(=O)C2CCCN(Cc3ccc4nonc4c3)C2)cc1F (centres undefined) | 2 | -15 | 2 | 2 | 4 | -10 | 4 | 5 | -3
11 | COc1cccc(C2C3=C(CCCC3=O)Nc3nc(-c4cc(OC)c(OC)c(OC)c4)nn32)c1 (centres undefined) | -4 | 0 | -1 | 1 | 0 | -15 | -10 | -6 | -11
12 | COC(=O)c1cc(NC(=O)C2(S(=O)(=O)c3ccc(C)cc3)CC2)cc(C(=O)OC)c1 | -5 | -1 | 3 | 0 | -3 | -13 | -4 | -3 | 6
13 | Oc1cccc2c(-c3nn[nH]n3)ccnc12 | 4 | -6 | 5 | 12 | 17 | 3 | -1 | . | 4
14 | Cc1ccc(CNC(=O)CN(c2ccc(C)cc2)S(=O)(=O)c2c(C)nn(C)c2C)cc1 | 0 | 1 | 4 | 6 | 8 | 1 | 9 | -1 | 2
15 | Cc1cc(C(=O)N2CCN(C(c3ccccc3)c3ccccc3)CC2)no1 | -3 | -1 | 9 | 5 | 1 | 3 | -2 | -6 | -8
16 | Cn1cccc1C(=O)OCC(=O)N1CCc2ccccc21 | . | -2 | 5 | 2 | 0 | 14 | . | . | .
17 | CN(CC(=O)N(C)CC(=O)Nc1c(Cl)cccc1Cl)Cc1ccccc1F | . | -1 | 1 | -3 | 12 | 19 | . | . | .
18 | O=C(OCc1c(-c2ccccc2)ncc2ccccc12)c1cccs1 | . | -2 | -10 | 0 | -6 | -12 | . | . | .
19 | Cc1ccccc1-n1ccnc1SCC(=O)O | -3 | -4 | 4 | 1 | 8 | 4 | 2 | 0 | -3
20 | CC(/C=N/NC(=O)Cn1cnc2ccccc21)=C\c1ccccc1 | -2 | -3 | 2 | 7 | 3 | -10 | 10 | -4 | -1
21 | COc1ccc(OC)c2c1cc(C(=O)N[C@H](C(=O)N1CCC[C@H]1C(=O)O)C(C)C)n2C | -3 | -3 | 2 | 1 | 12 | 2 | -1 | 11 | -3
22 | N#Cc1c2ccc(OCC(=O)NCc3ccco3)cc2n2ccccc12 | 1 | 1 | -1 | 12 | -1 | 4 | -2 | 14 | -4
23 | O=C(CN1N=C(C(F)(F)F)CC1(O)c1ccc([N+](=O)[O-])cc1)c1ccccc1 (centres undefined) | 2 | 0 | 7 | 4 | 1 | -16 | 0 | -1 | 6
24 | COc1ccc(C(=O)COC(=O)c2nc3nccc(C)n3n2)cc1F | 2 | -2 | 2 | 3 | 7 | -1 | 1 | . | 5
25 | COc1ccc(N/C=C(\C2OC(=O)c3ccccc32)[N+](=O)[O-])cc1 (centres undefined) | -2 | -2 | 0 | 3 | 4 | 3 | -2 | -5 | -2
26 | COc1cccc(NC(C)C(=O)N2CC(C)OC(C)C2)c1 (centres undefined) | 0 | 1 | 2 | 2 | 4 | 0 | 2 | 1 | 4
27 | Cc1cc2ncn(C(=O)c3ccc4c(c3)OCO4)c2cc1C | 1 | -13 | 1 | -3 | 3 | 26 | -6 | 0 | 6
28 | O=S(=O)(c1ccccc1)N1CCC(O)(CSc2ccccc2)CC1 | 2 | -1 | 0 | 2 | -2 | 9 | 3 | 4 | 1
29 | O=C(Cn1cnc2ccccc21)N/N=C/C(Br)=C/c1ccccc1 | -4 | -4 | 0 | 0 | -3 | -3 | -4 | 0 | -9
30 | O=C(CSc1nnc(CNC(=O)c2ccccc2F)o1)c1ccccc1 | 2 | -3 | -5 | 4 | -6 | -4 | 10 | 14 | -8
31 | C=CCOc1ccc(/C=C2\SC(=Nc3cccnc3)NC2=O)cc1 | -15 | -5 | -8 | 4 | -22 | -26 | -37 | -108 | -24
32 | Cn1cc([N+](=O)[O-])c(C(=O)Nc2ccc(Br)cn2)n1 | -1 | -1 | 5 | -9 | -2 | 11 | 3 | 0 | 0
33 | O=C(Nc1cccc(Cl)c1)Nc1sccc1-c1nc2ccccc2s1 | -22 | -21 | . | 2 | . | 14 | -30 | -50 | 3
34 | Cc1nn(C)c(C)c1S(=O)(=O)N(CC(=O)N1CCc2ccccc21)c1ccc(C(C)C)cc1 | 0 | 4 | -1 | 9 | 2 | 8 | 4 | 0 | 3
35 | O=C(Nc1cccc2ccccc12)N1CCCN(c2c(Cl)cncc2Cl)CC1 | 2 | -4 | -2 | 4 | 12 | -15 | 9 | 5 | -1
36 | COC(=O)c1cc(C(=O)OCC(=O)NCc2ccc3c(c2)OCO3)cc([N+](=O)[O-])c1 | 3 | 1 | 1 | 2 | 6 | 6 | 6 | 12 | 5
37 | Cc1cccc2c1[nH]c1nc(N/N=C\c3ccco3)nnc12 | 0 | 1 | . | 12 | . | 7 | 5 | 5 | 5
38 | CC(C)N(C(=O)Cn1cc(SCC(N)=O)c2ccccc21)C(C)C | -1 | 2 | 2 | 0 | 7 | -8 | 2 | -2 | -12
39 | CN(C)S(=O)(=O)N1CCc2ccccc2C1 | 1 | 3 | 7 | -2 | 8 | 9 | -4 | -1 | -3
40 | O=C(CN1C(=O)NC2(CCCCCC2)C1=O)Nc1ccc2c(c1)CCC2 | 1 | -1 | 6 | 1 | 9 | 0 | 1 | 0 | -4
41 | COc1nccc(C(F)(F)F)c1C(=O)NC(=O)Nc1ccccc1 | -3 | 0 | 7 | 1 | 6 | -1 | 2 | 7 | -1
42 | CCCC(=O)N1CCC(O)(c2cccc(F)c2)CC1 | -1 | -2 | 3 | 2 | 1 | 11 | 7 | 3 | 1
43 | Cc1ccc([N+](=O)[O-])cc1NC(=O)/C=C/C(=O)O | 1 | -1 | 2 | 2 | -3 | 13 | -3 | 0 | 6
44 | Cc1nc(/C(N)=N/OC(=O)Cc2ccccc2)no1 | 1 | 4 | 12 | 12 | 2 | -10 | -1 | -1 | -2
45 | COc1ccc(C(=O)Nc2ccc3nc(C)c(C)nc3c2)cc1 | 1 | -2 | 4 | 0 | 3 | 7 | 8 | -14 | -6
46 | Cc1nn(C)c(C)c1NC(=O)CN1CCC(O)(c2ccc3c(c2)OCO3)CC1 | 2 | 1 | -3 | -5 | 2 | 0 | 4 | 4 | 3
47 | CCOC(=O)CSc1nc2cc(C(=O)NCC3CCCO3)ccc2c(=O)n1Cc1ccco1 (centres undefined) | 1 | 5 | 7 | -1 | 4 | -1 | 10 | 3 | 2
48 | O=C(O)c1cc(-c2cccc([N+](=O)[O-])c2)n[nH]1 | 5 | -5 | 1 | -8 | 6 | -8 | -4 | 1 | 3
49 | Cc1ccc(N(C)S(=O)(=O)c2cccc(C(=O)NNC(=O)c3ccncc3)c2)cc1 | 0 | 3 | 6 | -1 | -1 | 2 | 3 | . | 3
50 | Cc1ccccc1NC(=O)Cc1nc(COC(=O)COc2ccccc2C(C)C)cs1 | -4 | -9 | 4 | -3 | -1 | 16 | -8 | . | -11
51 | CCCc1nnc(NC(=O)CN2CCN(C)CC2)s1 | -1 | 2 | 6 | -5 | 6 | -3 | 2 | -6 | -3
52 | CCc1c(O)nc(SCc2ccccc2)n(C(C)CC)c1=O (centres undefined) | 3 | 0 | 4 | 10 | 6 | 15 | 4 | 4 | 1
53 | Cc1cc(C)nc(NC(=O)/C=C/c2ccc(Cl)cc2)n1 | 1 | 4 | 1 | 1 | 2 | -3 | 0 | 2 | -3
54 | Cc1noc(NC(=O)c2ccc(Cl)cc2)c1Cl | 0 | 14 | 5 | 2 | -6 | 1 | 2 | 6 | 1
55 | COc1ccc2[nH]cc(CCNC(=S)NCCc3ccccc3)c2c1 | -2 | 1 | 0 | 2 | 3 | 19 | 3 | 3 | 7
56 | Cc1ccc(C)c(N2CCN(C(=O)C3CCCN(S(=O)(=O)c4c(C)[nH]c(=O)[nH]c4=O)C3)CC2)c1 (centres undefined) | -1 | -2 | 3 | 4 | -5 | 9 | 2 | -2 | -3
57 | C=C(C)CSc1nnc(-c2cccc(Cl)c2)n1N | -2 | -1 | 5 | 5 | 6 | -4 | -3 | -2 | 2
58 | O=C(Nc1ccccc1Cl)Nc1ccnn1C1CCN(C(=O)c2cscn2)CC1 | -1 | -8 | -4 | -2 | 5 | 22 | -5 | 3 | -2
59 | CCCCCCCCN1[C@@H](CC(=O)OCC)c2ccc(C(F)(F)F)cc2S1(=O)=O | -6 | 4 | 1 | -1 | 8 | 12 | -6 | 10 | -6
60 | CCOC(=O)C1=C(C)NC(C)=C(C(=O)OCC)C1C(=O)OCC(=O)N1c2ccccc2CC1C (centres undefined) | 0 | 4 | 6&3 | 5 | 12&12 | 4 | 4 | 2 | 1

Later entries.
nr | SMILES | LYPLA1 inh | PAD4 inh | PAFAH1B2 inh | pPAFAH inh | PAFAH1B3 inh | PREPL inh | LYPLA2 counter | GSTO1 counter | PME-1 primary
61 | Cc1cccc(N2C(=O)c3cccc4c(N(C)CCO)ccc(c34)C2=O)c1 | 7 | 13 | 7 | 8 | 6 | 23 | 7 | -1 | 3
62 | CCc1nc2ccc(C(=O)Nc3ccc(NC(C)=O)cc3)cc2nc1CC | -2 | -1 | 3 | 1 | 2 | 4 | -6 | 2 | -1
63 | CC(C)(C)CC(=O)Nc1ccc(C(N)=O)cc1 | -2 | -1 | 1 | -1 | 0 | 4 | -4 | -1 | -4
64 | CC(C)n1cnc2c(Nc3ccc(C(=O)O)cc3)nc(Cl)nc21 | -3 | -2 | 7 | -3 | 12 | 2 | -3 | 3 | 3
65 | CCOC(=O)c1ccc(-n2c(CN3CCC(C(N)=O)CC3)nc3ccc([N+](=O)[O-])cc3c2=O)cc1 | 0 | 4 | -2 | 3 | 8 | 22 | 4 | 9 | 12
66 | Cc1c(C(=O)N2CCOCC2)sc2ncnc(N3CCc4ccccc4C3)c12 | 3 | -8 | 2 | 2 | 7 | -14 | 1 | -3 | -1
67 | Cn1c(N)c(C(=O)COC(=O)CCC2CCCCC2)c(=O)n(C)c1=O | 1 | -5 | 2 | 0 | 17 | 19 | -5 | -5 | 4

Screening data deposited in PubChem BioAssay by The Scripps Research Institute Molecular Screening Center.
